# Compound activity: PubChem BioAssay, several laboratories
# Peg3 promoter: Peg3 promoter activity inhibition. HeLa PEG-Prom luciferase reporter, luminescence, overnight. inhibition, % at 20 µM. hit rate 1.7% among 360,000;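 active = inhibition of at least 50% at 20 µM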
# MITF TRPM1 inh: reduces MITF-dependent TRPM1 promoter luciferase signal; SK-MEL-5 TRPM1 promoter luciferase, 24 h; inhibition, % at 12.5 µM; hit rate 0.83% among 330,000;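 active = mean inhibition across replicates of 60% or more, whatever share of single replicates reaches that level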; also: values of inactives mirror those of a sister screen read the other way
# KKLEB cytotox: CF airway cell cytotoxicity counter-screen; activity change (cytotoxicity), % at 5 µM; hit rate 0.36% among 360,000; KKLEB CF airway cells viability, ATPlite luminescence, overnight; hits give low values; cells stimulated with P. aeruginosa culture filtrate; AID 602141;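 active = corrected activity change at or below -50% at 5 µM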
# C8 TRAIL sens: caspase-8 TRAIL sensitization; NB7+C8 cells + TRAIL, ATPlite viability luminescence; inhibition (viability loss, TRAIL sensitization), % at 10 µM; hit rate 1% among 360,000; AID 624354;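 active = compounds causing at least 50% loss of cell viability in the single-dose screen, relative to plate controls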
# NR2E3 ag-1: activates human photoreceptor nuclear receptor NR2E3; Q9Y5X4; GST-NR2E3/biotin-RetCOR TR-FRET, 1536-well; inhibition of corepressor binding, % at 4.78 µM; hit rate 0.12% among 320,000; AID 2300;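 active = percent inhibition above the cutoff of mean plus 3 SD of all tested compounds, set per screening campaign, cut at about 20% in these data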;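 also: 0% = DMSO wells and 100% = biotin wells as full block of FRET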
# Target sequence (Q9Y5X4 whole entry, looked up): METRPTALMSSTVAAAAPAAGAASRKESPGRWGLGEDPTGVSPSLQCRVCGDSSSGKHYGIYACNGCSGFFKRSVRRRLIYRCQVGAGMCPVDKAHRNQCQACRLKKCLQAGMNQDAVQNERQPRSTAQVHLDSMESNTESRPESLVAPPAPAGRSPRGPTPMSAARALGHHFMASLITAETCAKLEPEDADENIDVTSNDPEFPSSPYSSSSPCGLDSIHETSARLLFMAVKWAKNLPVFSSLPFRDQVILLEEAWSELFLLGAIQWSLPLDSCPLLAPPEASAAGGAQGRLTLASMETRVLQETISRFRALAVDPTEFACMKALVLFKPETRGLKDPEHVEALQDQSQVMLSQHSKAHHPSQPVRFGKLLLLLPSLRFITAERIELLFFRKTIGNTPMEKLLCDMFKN
#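 System: GST-tagged NR2E3 plus biotinylated RetCOR corepressor; Amount: 1.35 nM GST-tagged NR2E3 final; Dosing: single nominal compound dose of 4.8 µM; Schedule: 5 h incubation at 4 °C; Technique: TR-FRET with europium anti-GST and streptavidin-D2, 340 nm excitation; Controls: biotin wells as high control, 0.6% DMSO wells as low control.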
# CF NFkB inh: inhibitors of cystic fibrosis induced NF-kB; KKLEB NF-kB-GFP reporter, PAF-induced, GFP fluorescence overnight; inhibition, % at 5 µM; hit rate 0.86% among 360,000;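 active = at least 50% inhibition at 5 µM, scaled per plate between neutral and stimulator controls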;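 also: PAF is a Pseudomonas aeruginosa culture filtrate used as stimulus; plate controls were PAF-stimulated DMSO wells for no effect and unstimulated DMSO wells for full effect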
# iPSC survival up: hiPSC single-cell survival enhancement | ATPlite luminescence; 100% = ROCK inhibitor wells, 0% = DMSO | survival enhancement, % at 20 µM | hit rate 0.044% among 360,000 | AID 602274; in the data active = survival enhancement above about 18%;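 also: cells exposed to compounds for 16 hours before the ATP read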
# NR2E3 ag-2: agonists of human NR2E3 nuclear receptor. Q9Y5X4. CHO-S Gal4-NCOR/VP16-NR2E3 two-hybrid, luciferase. inhibition of corepressor binding, % at 3.98 µM. hit rate 0.35% among 360,000. AID 602229;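 active = inhibition above the mean of all tested compounds plus 3 SD, cut at about 70% in these data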;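 also: 0% = DMSO with NR2E3 transfected cells and 100% = cells lacking NR2E3 construct; higher means lower luciferase signal from less NR2E3 corepressor binding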
# LMP1 NFkB inh: Epstein-Barr LMP1 NF-kappaB reporter inhibition. inhibition, % at 12.5 µM. LMP1-induced NF-kappaB luciferase reporter cells, luminescence. hit rate 0.69% among 350,000; in the data active = inhibition above about 41%;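 also: 0% = neutral control wells and 100% = reference inhibitor control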
# HIF-2a inh: inhibitors of HIF-2a; 786-0 RCC cells HIF-2a reporter, luciferase luminescence, overnight; hit rate 0.72% among 360,000; inhibition, % at 18.8 µM; AID 624352;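 active = inhibition of the luminescence signal of 40% or more relative to plate controls, in a single-dose primary screen at 18.75 µM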
# Shn3 inh set2: inhibitors of Schnurri-3 3'UTR reporter in osteoblasts. Clone20 osteoblast Shn3 3'UTR firefly luciferase, 24 h. inhibition, % at 12.5 µM. hit rate 0.52% among 360,000. AID 588674;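 active = mean inhibition of at least 75% with every replicate also reaching 75%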;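 also: 0% = median of neutral control wells and 100% = pilot-screen positive control compound; some compounds past the cut are filed as inactive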
# * marks the source's active call; other numbers are inactive results; x = no result given.
SMILES,Peg3 promoter,MITF TRPM1 inh,KKLEB cytotox,C8 TRAIL sens,NR2E3 ag-1,CF NFkB inh,iPSC survival up,NR2E3 ag-2,LMP1 NFkB inh,HIF-2a inh,Shn3 inh set2
CN(C)S(=O)(=O)c1ccc(Cl)c(NC(=O)CN2CCC(Cc3ccccc3)CC2)c1,8,-5,-5,-6,2,2,-0.5,-5,17,22,19
NS(=O)(=O)c1ccc(Nc2ncccc2[N+](=O)[O-])cc1,-31,-2,8,-8,4,-1,-1.5,-6,3,-12,-6
CC(OC(=O)CCN=C1NS(=O)(=O)c2ccccc21)C(=O)c1ccccc1 (configuration not stated),26,-2,9,4,1,7,-0.1,-1,-6,16,-9
CCC(=O)Nc1cccc(NC(=O)c2ccc(C)c([N+](=O)[O-])c2)c1,-60,-29,-1,48,4,8,2.1,-41,0,-83,4
CCNC(=S)N(Cc1cc2cc(C)c(C)cc2[nH]c1=O)C1CCCC1,-5,1,-7,-6,-2,11,-0.4,5,1,9,1
O=C(NN=c1c(=O)c2ccccc2c1=O)c1ccccc1,-11,19,-3,7,14,-13,-0.5,-19,-4,-22,-13
CC(=O)c1cnc2n(c1=O)CCS2,-6,3,1,-14,5,28,-0.8,25,-1,1,-15
C#CCNC(=O)C1=C[C@H](c2ccc(C#C)cc2)C[C@H](OCc2ccc(CO)cc2)O1,1,12,-8,9,4,-2,3.6,-21,2,-9,-17
O=C(COc1ccccc1[N+](=O)[O-])c1ccccc1,9,0,1,-4,0,8,-2.4,-11,21,1,-3
Cc1cc(=O)n2nc(N3CCCC3C(=O)Nc3cccc(Cl)c3C)sc2n1 (configuration not stated),-2,-6,8,7,2,-10,2.4,-18,-16,11,3
COc1ccc(S(=O)(=O)N2CCOCC2)cc1NC(=O)COc1ccccc1OC,-3,-2,-2,-1,3,-6,1.0,-25,-2,-10,-6
CC(OC(=O)COc1ccc(Nc2ccccc2)cc1)C(=O)N(C)c1ccccc1 (configuration not stated),-5,3,3,-9,-5,15,-0.1,6,2,0,1
CCc1ccc(NC(=O)C(=O)c2cn(CC(=O)N3CCCCC3)c3ccccc23)cc1,-40,15,8,0,-1,-9,-1.1,-10,2,-52,-2
Cc1cc2c(c(=O)n1C1CC1)C(c1cccc(Cl)c1)C(C#N)=C(N)O2 (configuration not stated),4,-2,8,1,-2,1,-1.2,-12,11,15,-20
CN(C)S(=O)(=O)c1ccc(Cl)c(NC(=O)COC(=O)[C@@H]2CCCN2C(=O)c2cccs2)c1,5,-7,14,-4,7,1,-0.8,2,-1,4,-10
CCOC(=O)c1cc2cc(CC(=O)c3ccc(OCC)cc3O)ccc2o1,-7,-8,-1,-15,2,-1,-2.5,-30,6,-17,17
CC(=O)Nc1nonc1-c1nc2ccccc2n1Cc1ccccn1,10,1,3,2,-2,1,-2.5,-7,4,9,8
Cc1ccc(NC(=O)c2sc(Cl)nc2C)c(C)c1,-24,-7,20,0,-4,-3,-1.1,-11,4,-12,-31
CCOC(=O)C1CCN(C(=O)CSc2nccc(C)n2)CC1,3,3,5,-7,1,-1,2.6,-27,4,4,-15
COc1ccc(-c2cc(=O)oc3cc(OCC(=O)Nc4ccccn4)ccc23)cc1,-43,3,-16,7,-1,21,-0.1,3,8,-44,21
Cc1ccc2nc(SCC(=O)NCc3cccs3)[nH]c2c1,-15,10,-1,5,6,-14,-0.1,-20,-4,-23,11
COC(=O)CSc1nnc(-c2cccnc2)n1-c1cc(OC)cc(OC)c1,-25,6,-3,-22,-4,-11,2.1,-20,-18,-9,11
CC(=O)NS(=O)(=O)c1ccc(NC(=O)c2cc(-c3ccc(C)cc3)nc3ccccc23)cc1,4,3,-4,2,2,12,-0.1,-23,-2,-7,-4
O=C(CN1C(=O)NC2(CCCC2)C1=O)OCCOc1ccc(F)cc1,11,-20,-7,2,-1,24,-0.4,0,-6,1,-6
Cn1c(CNC(=O)c2ccc(Cl)cc2)nnc1SCC(=O)NC1=NCCS1,5,7,-3,-8,10,3,1.3,-18,-3,0,-1
O/N=C1/C2C3C(Br)C4C5CC(C1C53)C24 (configuration not stated),-13,3,8,-11,-1,20,3.0,-25,2,4,15
CN1C(=O)/C(=C/c2ccc(OCc3ccc(F)cc3)cc2)NC1=S,4,-7,-23,-9,-3,24,-0.1,4,-3,7,25
O=C(CSc1nccn1-c1ccc(Cl)cc1)Nc1ccc2c(c1)OCO2,-7,9,6,18,2,-8,-2.3,-1,4,-9,12
O=C(NCCCO)c1nnc(Cc2c(F)cccc2Cl)o1,0,-3,-3,10,2,-2,2.4,26,-1,20,6
COc1ccc(CNC(=O)CC(C)c2ccccc2)cc1 (configuration not stated),1,11,13,-19,-3,-1,0.4,-16,-2,-16,2
CC(=O)c1oc2ccccc2c1N,18,16,16,-1,-4,-11,0.9,-12,-2,-2,-1
CC1c2cc3c(cc2CCN1C(=O)c1cccc(F)c1)OCCCO3 (configuration not stated),14,0,-2,30,-2,28,0.3,-28,1,-30,19
O=C(O)CCc1ccc(S(=O)(=O)Nc2cc(C(F)(F)F)ccc2N2CCCC2)cc1,-8,3,15,-2,x,0,0.9,-10,-5,-5,-19
CCOC(=O)C1=C(C)N=c2s/c(=C\c3ccc(OC(C)=O)cc3)c(=O)n2C1/C=C/c1ccccc1 (configuration not stated),-1,-3,9,-7,0,6,0.5,-10,-3,6,-2
CCNc1c(NS(=O)(=O)c2ccc(F)c(Cl)c2)c(=O)oc2ccccc12,13,-5,9,1,2,-2,-0.1,-16,-17,9,8
CCN1CCN(C(=S)NC(CC(=O)c2ccccc2)c2ccccc2)CC1 (configuration not stated),10,6,-6,-5,2,13,-0.7,20,0,5,8
CC(Sc1ccc(Cl)cc1)C(=O)Nc1ccc2c(c1)OCO2 (configuration not stated),-17,-9,-4,9,3,-1,-3.0,9,-2,-36,2
NC(=O)c1ccc(NC(=O)C2CC2)cc1,11,7,-8,13,-3,2,-2.1,33,-2,13,-4
O=C(NCc1cccnc1)c1ccc2c(=O)n(CCCN3CCCC3=O)c(=S)[nH]c2c1,8,1,3,1,0,11,1.3,4,1,10,2
CCOCCCNC(=O)c1cc2c(-c3ccc(Cl)cc3)nn(C)c2s1,11,12,-15,10,5,-36,3.5,-10,-5,18,16
COc1cc(Cl)c(C)cc1NC(=O)CC1SC(N2CCOCC2)=NC1=O (configuration not stated),1,2,-6,-1,-5,18,-0.4,-1,-2,17,-4
O=C(N/N=C/c1cc(O)ccc1Br)c1cccnc1,37,45,8,21,0,3,-0.3,-37,19,-16,71
CCOCCCNC(=O)CCC(=O)NNc1nc2ccccc2c2nc(-c3ccccc3)nn12,0,10,2,6,-2,-20,-2.7,25,-1,-15,26
CC1(C(=O)OCC(=O)Nc2cc(S(=O)(=O)N3CCOCC3)ccc2Cl)CC1(Cl)Cl (configuration not stated),19,3,7,4,x,-7,-0.3,5,-1,10,11
Cc1ccc(NC(=S)NNC(=O)c2ccc(N3CCOCC3)c([N+](=O)[O-])c2)cc1Cl,22,7,-4,-10,-3,15,-2.9,-8,5,-2,6
COc1cccc(CC(=O)OCC(=O)NCCc2ccc(F)cc2)c1,10,-5,-2,2,0,-12,-0.1,0,2,7,-5
Cc1cc(C(=O)NCc2ccc3c(c2)OCO3)ccc1[N+](=O)[O-],-44,-2,-16,9,1,2,1.7,-31,-1,-49,-7
CC1CCCCC1NC(=O)COC(=O)CN1C(=O)c2ccccc2C1=O (configuration not stated),-5,7,8,3,3,13,-0.5,-10,-2,6,2
COc1cc(CN(C(=S)NCC(=O)N2CCCC2)C2CCCC2)cc(OC)c1OC,6,0,5,-4,2,-3,-0.4,-17,3,16,5
O=C(NC(Cc1ccccc1)C(=O)O)/C(=C\c1ccc([N+](=O)[O-])cc1)NC(=O)c1ccco1 (configuration not stated),1,-1,2,-2,6,10,0.1,-35,3,4,-4
COCCCNC(=O)c1ccc2c(=O)n(CC3CCCO3)c(=S)[nH]c2c1 (configuration not stated),-2,5,15,-5,0,-11,-1.2,19,-1,17,6
COc1ccc(OC)c(NC(=O)CSc2nc3scc(C)c3c(=O)[nH]2)c1,10,-1,-15,4,1,-41,-0.4,-20,-6,-22,10
O=C(Nc1ccc(-n2cnnn2)cc1)C1CCCN1C(=O)Nc1ccc(Br)cc1 (configuration not stated),20,-4,0,-13,-1,-6,-0.2,13,-11,19,-29
COc1cc(/C=N/Nc2snc(SC)c2C#N)ccc1O,-59,-11,-15,-4,5,12,-2.0,-78,-18,-118,42
CCOc1ccc(NS(=O)(=O)c2ccc(C(=O)NCCCN3CCOCC3)cc2)cc1,-1,1,17,6,1,-17,-0.3,-2,7,7,8
COc1ccc(NS(=O)(=O)c2ccc(/C=C/C(=O)O)cc2)cc1S(=O)(=O)N1CCOCC1,3,7,1,-34,0,3,0.7,-22,-8,11,-2
Cc1ccc(N(CC(=O)NC(C)c2ccccc2)S(=O)(=O)c2c(C)n[nH]c2C)cc1 (configuration not stated),10,3,-4,5,-1,0,0.3,7,-7,1,-10
COc1ccc(Cl)cc1NC(=O)CN1CCN(C(=O)N2CCOCC2)CC1,-4,-2,-21,-20,2,31,-0.1,-10,-5,2,5
CN(CC(=O)Nc1c(Cl)cccc1Cl)C(=O)CCNS(=O)(=O)c1ccccc1C(F)(F)F,12,-2,-4,4,1,-1,-0.4,19,4,13,-3
Cc1ccc(NC(=O)CN(C)C(=O)COc2cccc3ccc(C)nc23)cc1,4,x,16,-13,x,-18,-3.6,2,-1,4,8

# The list goes on.
SMILES,Peg3 promoter,MITF TRPM1 inh,KKLEB cytotox,C8 TRAIL sens,NR2E3 ag-1,CF NFkB inh,iPSC survival up,NR2E3 ag-2,LMP1 NFkB inh,HIF-2a inh,Shn3 inh set2
O=C(Cn1nnc(-c2ccc(F)cc2)n1)Nc1ccc2c(c1)OCCO2,-1,0,-1,-3,-1,12,0.8,-13,-3,5,-1
O=C1C2C3C=CC(C3)C2C(=O)N1c1ccccc1 (configuration not stated),-14,3,0,1,0,13,-3.2,-11,-5,9,2
Cc1cc(C)c(-c2c(O)c3cccc4c3n(c2=O)CCC4)c(C)c1,4,14,2,2,4,-15,0.3,7,-1,12,-2
O=[N+]([O-])c1ccccc1NC(=S)N/N=C/c1ccc(O)c(O)c1,-137,-37,-5,-14,3,-17,0.2,-31,-33,-192,-10

# Part of the list above, set out differently.
> CCc1ccc(NC(=O)C(=O)c2cn(CC(=O)N3CCCCC3)c3ccccc23)cc1
  Peg3 promoter: -40
  MITF TRPM1 inh: 15
  KKLEB cytotox: 8
  C8 TRAIL sens: 0
  NR2E3 ag-1: -1
  CF NFkB inh: -9
  iPSC survival up: -1.1
  NR2E3 ag-2: -10
  LMP1 NFkB inh: 2
  HIF-2a inh: -52
  Shn3 inh set2: -2
> Cc1cc2c(c(=O)n1C1CC1)C(c1cccc(Cl)c1)C(C#N)=C(N)O2 (configuration not stated)
  Peg3 promoter: 4
  MITF TRPM1 inh: -2
  KKLEB cytotox: 8
  C8 TRAIL sens: 1
  NR2E3 ag-1: -2
  CF NFkB inh: 1
  iPSC survival up: -1.2
  NR2E3 ag-2: -12
  LMP1 NFkB inh: 11
  HIF-2a inh: 15
  Shn3 inh set2: -20

# Not all compounds are listed; count on the stated rates, not on these rows.
